NCI-60 one-dose screen, 48 h, at 10 µM unless noted. Numbers give growth in % (100 = growth as untreated, 0 = no growth, -100 = all killed).
K-562 = K-562 leukemia; 7.4% of 78,000 active
RPMI-8226 = RPMI-8226 leukemia cells | 7.5% of 77,000 active | AID 1794781
MOLT-4 = MOLT-4 leukemia cells. 6.9% of 80,000 active. AID 1794779
MDA-MB-468 = MDA-MB-468 breast cancer. 8.5% of 78,000 active
CCRF-CEM = CCRF-CEM leukemia; AID 1794778; 7% of 77,000 active
HOP-62 = HOP-62 NSCLC; 3.9% of 80,000 active; AID 1794735
MDA-MB-435 = MDA-MB-435 melanoma; 7.8% of 82,000 active
SR = SR leukemia cells. 8.7% of 73,000 active
Starred values were filed as active, the others as inactive; & = joins results of further samples. Rule for the calls: active = growth percent below 10; inactive = the rest.

`N#CC1=C(/N=C(\N)NNc2ccccc2)Oc2c(ccc3ccccc23)C1c1ccccc1` (centres undefined) gave K-562 99, RPMI-8226 97, MOLT-4 109, MDA-MB-468 82, CCRF-CEM 96, HOP-62 71, MDA-MB-435 88 and SR 106.
For Nc1cc(Br)c(O)c(Br)c1 the results were K-562 101, RPMI-8226 66, MOLT-4 99, CCRF-CEM 85, HOP-62 111 and MDA-MB-435 108.
Screening Cc1cc(C)n(Cc2ccccc2)c(=O)c1C#N returned K-562 101, RPMI-8226 107, MOLT-4 105, MDA-MB-468 136, CCRF-CEM 94, HOP-62 101, MDA-MB-435 102 and SR 100.
Screening COc1cc(OC)c(/C=C/c2c3ccccc3cc[n+]2C)c(OC)c1 returned K-562 5.3*, RPMI-8226 6.5*, MOLT-4 15, MDA-MB-468 -26*, CCRF-CEM 18, HOP-62 35, MDA-MB-435 2.0* and SR -18*.
`NS(=O)(=O)Oc1ccc(NC(=O)C23CC4CC(CC(C4)C2)C3)cc1Cl` gave K-562 95, MOLT-4 82, MDA-MB-468 103, CCRF-CEM 74, HOP-62 92, MDA-MB-435 99 and SR 99.
`Cc1ccc(S(=O)(=O)Oc2ccc3c4c(c(=O)oc3c2)CCCCCC4)cc1` gave K-562 32, RPMI-8226 81, MOLT-4 49, MDA-MB-468 24, HOP-62 64, MDA-MB-435 72 and SR 25.
Screening CS(=O)(=O)c1ccc(-n2nc(-c3ccc(Oc4ccccc4)cc3)c3ccccc3c2=O)cc1 returned K-562 87, RPMI-8226 81, MOLT-4 84, MDA-MB-468 92, CCRF-CEM 83, HOP-62 102, MDA-MB-435 95 and SR 110.
COc1cc(-c2nc(-c3nnc(-c4ccc(Br)cc4)o3)c3ccccn23)cc(OC)c1OC was read as K-562 103, RPMI-8226 78, MOLT-4 91, CCRF-CEM 49, HOP-62 39, MDA-MB-435 100 and SR 96.
Screening CCOC(=O)c1nc2c3ccccc3ccn2c1C(=O)c1ccc([N+](=O)[O-])cc1 returned K-562 91, RPMI-8226 74, MOLT-4 86, MDA-MB-468 92, CCRF-CEM 88, HOP-62 89, MDA-MB-435 109 and SR 81.
For NS(=O)(=O)c1cnccc1Sc1ccncc1S(N)(=O)=O the results were K-562 76, RPMI-8226 86, MOLT-4 86, HOP-62 92, MDA-MB-435 106 and SR 92.
Screening OC(CC1CCCCN1)c1cc(C(F)(F)F)nc2c(C(F)(F)F)cccc12 (centres undefined) returned K-562 64, RPMI-8226 90, MOLT-4 76, MDA-MB-468 74, CCRF-CEM 96, HOP-62 85, MDA-MB-435 92 and SR 80.
COc1ccc(/C=C(\C#N)c2nc(N)nc(Nc3ccc(S(N)(=O)=O)cc3)n2)cc1 was read as K-562 100, RPMI-8226 95, MOLT-4 86, MDA-MB-468 78, CCRF-CEM 96, HOP-62 96, MDA-MB-435 97 and SR 84.
Screening CNC(=O)c1cn(C2CC2)c2cc(N3CCN(C(=O)c4cc(OC)c(OC)c(OC)c4)CC3)c(F)cc2c1=O returned K-562 104, RPMI-8226 98, MOLT-4 100, MDA-MB-468 103, HOP-62 91, MDA-MB-435 108 and SR 92.
Screening Cc1ccc(Nc2nc(N)nc(CSc3nnc(-c4ccc(C)cc4)n3-c3ccccc3)n2)cc1 returned K-562 97, RPMI-8226 85, MOLT-4 65, MDA-MB-468 76, CCRF-CEM 94, HOP-62 70, MDA-MB-435 93 and SR 100.
`CC(C)(C)c1ccc(OCCOC=O)cc1` gave K-562 92, RPMI-8226 105, MOLT-4 85, CCRF-CEM 103, HOP-62 96, MDA-MB-435 112 and SR 111.
Screening CC[C@H](C)[C@@H](C(=O)O)n1cc(CNC(=O)[C@H](CC(C)C)NC(=O)OCc2ccccc2)nn1 returned K-562 90, RPMI-8226 102, MOLT-4 91, MDA-MB-468 103, CCRF-CEM 98, HOP-62 106, MDA-MB-435 102 and SR 101.
`COc1ccc(-c2nocc2-c2cnn(C)c2)cc1` gave K-562 88, RPMI-8226 85, MOLT-4 109, MDA-MB-468 103, CCRF-CEM 90, HOP-62 101, MDA-MB-435 101 and SR 98.
For O=C(CCCCC(=O)Sc1ccccc1)Sc1ccccc1 the results were K-562 100&100, RPMI-8226 85&93, MOLT-4 87&51, MDA-MB-468 110&112, CCRF-CEM 43&40, HOP-62 130&111, MDA-MB-435 102&101 and SR 69&90.
C#CCSc1n[nH]c(=O)n1C1CCCCC1 was read as K-562 85, RPMI-8226 106, MOLT-4 85, MDA-MB-468 98, CCRF-CEM 101, HOP-62 99, MDA-MB-435 100 and SR 91.
Cc1c(N=Nc2ccc(N(C)C)cc2)cc[n+]([O-])c1C was read as K-562 104, RPMI-8226 94, MOLT-4 114, MDA-MB-468 97, CCRF-CEM 90, HOP-62 102, MDA-MB-435 99 and SR 100.
`COc1ccc(-c2ccc(C)n2-c2ccc(-c3nc4ccccc4s3)cc2)cc1` gave K-562 92, RPMI-8226 70, MOLT-4 82, MDA-MB-468 3.8*, HOP-62 88 and MDA-MB-435 90.
N#Cc1c(-c2ccccc2)nc(SCC(=O)N2CCOCC2)[nH]c1=O was read as K-562 90, RPMI-8226 99, MOLT-4 84, MDA-MB-468 108, CCRF-CEM 95, HOP-62 84, MDA-MB-435 112 and SR 90.
`C(=N\Nc1nc(N/N=C/c2ccc3c(c2)OCO3)nc(N2CCCCC2)n1)/c1ccc2c(c1)OCO2` gave K-562 41, RPMI-8226 56, MOLT-4 56, MDA-MB-468 82, CCRF-CEM 20, HOP-62 123, MDA-MB-435 98 and SR 0.1*.
Screening CN1C(=O)S/C(=C2/SC(=S)N(C)C2=O)C1=O returned K-562 92, RPMI-8226 97, MOLT-4 101, MDA-MB-468 103, CCRF-CEM 99, HOP-62 103, MDA-MB-435 100 and SR 108.
Screening CC(=O)/C=N/Nc1ccccc1 returned K-562 96, RPMI-8226 100, MOLT-4 93, MDA-MB-468 113, CCRF-CEM 98, HOP-62 105, MDA-MB-435 112 and SR 87.
`CC(=O)c1ccc(Nc2ccnc(SCC(=O)c3ccc(-c4ccccc4)cc3)n2)cc1` gave K-562 90, RPMI-8226 73, MOLT-4 93, MDA-MB-468 87, CCRF-CEM 78, HOP-62 87, MDA-MB-435 98 and SR 59.
Screening CC(C)(C)c1ccc(O)c(C(C)(C)C)c1 returned K-562 91, RPMI-8226 100, MOLT-4 81, MDA-MB-468 129, CCRF-CEM 95, HOP-62 105, MDA-MB-435 99 and SR 84.
`CC(C)(C)c1ccc(S(=O)(=O)Oc2ccc(-c3sc4cc(OS(=O)(=O)c5ccc(C(C)(C)C)cc5)ccc4c3C(=O)c3ccc(OCCN4CCCCC4)cc3)cc2)cc1` gave K-562 103, RPMI-8226 94, MOLT-4 96, MDA-MB-468 90, CCRF-CEM 93, HOP-62 91, MDA-MB-435 100 and SR 104.
Cc1c(N)cc(S(=O)(=O)O)cc1NC(=O)c1cccc([N+](=O)[O-])c1 was read as K-562 107, RPMI-8226 116, MOLT-4 69, MDA-MB-468 107, CCRF-CEM 115, HOP-62 101, MDA-MB-435 110 and SR 106.
`COc1ccc(-c2nc3ccc(-c4nc5ccc(N6CCN(c7ccncc7)CC6)cc5[nH]4)cc3[nH]2)cc1OC` gave K-562 29, RPMI-8226 53, MOLT-4 18, MDA-MB-468 -46*, CCRF-CEM 21, HOP-62 61 and MDA-MB-435 31.
`CC[C@H](c1cc(C)c(O)c(C)c1)[C@@H](CC)c1ccc(O)cc1` gave K-562 67, RPMI-8226 82, MOLT-4 67, MDA-MB-468 84, CCRF-CEM 80, HOP-62 94, MDA-MB-435 87 and SR 86.
For O=C(CSc1nc2sc3c(c2c(=O)n1-c1ccc(Cl)cc1)CCCC3)NNC(=O)Nc1cccc(C(F)(F)F)c1 the results were K-562 13, RPMI-8226 -7.4*, MOLT-4 8.6*, MDA-MB-468 8.3*, CCRF-CEM 17, HOP-62 38, MDA-MB-435 24 and SR 5.5*.
CCCCCCOC(=O)c1ccc([N+](=O)[O-])cc1 was read as K-562 101, RPMI-8226 108, MOLT-4 104, MDA-MB-468 101, CCRF-CEM 97, HOP-62 100, MDA-MB-435 110 and SR 107.
Cc1ccc(-c2cnc3sc4ccc(Cl)cc4n23)cc1 was read as K-562 110, RPMI-8226 99, MOLT-4 97, MDA-MB-468 103, CCRF-CEM 106, HOP-62 80, MDA-MB-435 105 and SR 111.
O=C(CSc1nnc(-c2ccc(Cl)cc2)o1)Nc1nc(-c2ccccc2)cs1 was read as K-562 91, RPMI-8226 96, MOLT-4 88, MDA-MB-468 89, CCRF-CEM 93, HOP-62 78 and MDA-MB-435 105.
`CCOC(=O)c1c(Nc2ccc(S(=O)(=O)Nc3ncccn3)cc2)nnc(-c2ccccc2)c1-c1ccccc1` gave RPMI-8226 93, MOLT-4 91, MDA-MB-468 108, CCRF-CEM 94, HOP-62 96, MDA-MB-435 107 and SR 92.
O=Nc1c(-c2ccccc2)[nH]oc1=O was read as K-562 97, RPMI-8226 107, MOLT-4 98, MDA-MB-468 108, CCRF-CEM 101, HOP-62 94, MDA-MB-435 104 and SR 93.
Screening CCOc1c(B(O)O)cccc1-c1nc2ccc3[nH]ncc3c2c2c1CCCC2 returned K-562 63, RPMI-8226 40, MOLT-4 29, MDA-MB-468 51, CCRF-CEM 44, HOP-62 48 and MDA-MB-435 90.
Screening CC(C)CCNNCCC(C)C returned K-562 101, RPMI-8226 106, MOLT-4 104, MDA-MB-468 107, HOP-62 95, MDA-MB-435 100 and SR 42.
For Clc1cccc(NC2=NCCN=C(Nc3cccc(Cl)c3)SS2)c1 the results were K-562 74, RPMI-8226 85, MOLT-4 65, MDA-MB-468 59, CCRF-CEM 84, HOP-62 89, MDA-MB-435 107 and SR 49.
CCCCN(CCCC)CC(O)c1ccc(OC)c2ccccc12 (centres undefined) was read as K-562 73, RPMI-8226 82, MOLT-4 73, MDA-MB-468 84, CCRF-CEM 84, HOP-62 75, MDA-MB-435 88 and SR 64.
Screening COC(=O)[C@@H](Cc1c[nH]c2ccccc12)NC(=O)[C@H](Cc1ccccc1)NCc1cccc(O)c1 returned K-562 94, RPMI-8226 85, MOLT-4 86, MDA-MB-468 103, CCRF-CEM 102, HOP-62 103, MDA-MB-435 106 and SR 80.
`CN1CC(c2ccc(Br)cc2)C2(SC(=Nc3ccccc3)N(Nc3ccccc3)C2=O)C12C(=O)Nc1ccccc12` (centres undefined) gave K-562 24, RPMI-8226 36, MOLT-4 15, MDA-MB-468 31, CCRF-CEM 45, HOP-62 74, MDA-MB-435 55 and SR 39.
For COc1cc(-c2nn(-c3cccc(NC(=O)NCCNS(=O)(=O)c4ccc(Cl)cc4)c3)cc2-c2ccncc2)ccc1Cl the results were K-562 2.9*, RPMI-8226 -2.0*, MOLT-4 12, MDA-MB-468 -36*, CCRF-CEM 9.9*, HOP-62 33, MDA-MB-435 2.2* and SR 1.2*.

Screens: PubChem, NCI

Compounds as they come; any-hit rate near 15%.
